# FEN1 inhibitor = inhibitors of human flap endonuclease 1. Recombinant FEN1 flap cleavage, fluorescence, 15 min. P39748. Potency, µM (doses to about 114 µM), for the others: at the highest dose activity change, negative = inhibition, most hits filed as inhibitors. 0.35% of 390,000 active; note: nearly all actives have a fitted effect of over 65% in size
# Target sequence (P39748 whole entry, looked up): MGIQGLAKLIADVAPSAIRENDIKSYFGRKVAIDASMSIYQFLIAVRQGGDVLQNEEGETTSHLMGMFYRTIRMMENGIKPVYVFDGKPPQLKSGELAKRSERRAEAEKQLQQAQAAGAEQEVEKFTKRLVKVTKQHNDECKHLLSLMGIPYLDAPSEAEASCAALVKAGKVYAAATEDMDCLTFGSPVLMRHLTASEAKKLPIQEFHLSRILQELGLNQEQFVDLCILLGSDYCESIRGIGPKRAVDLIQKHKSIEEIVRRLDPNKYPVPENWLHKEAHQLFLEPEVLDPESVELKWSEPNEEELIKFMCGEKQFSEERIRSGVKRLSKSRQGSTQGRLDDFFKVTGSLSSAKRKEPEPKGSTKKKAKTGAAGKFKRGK
#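 Potency values derive from four-parameter Hill fits of normalized qHTS data. The reaction used 10 nM FEN1 preincubated 15 min at room temperature with compound, then 50 nM DNA substrate, read at 0 and 15 min.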
# N370S GC = inhibits or activates N370S mutant glucocerebrosidase | AID 2101 | Potency, µM (titrated, usually from 59.4 µM), inactives show top-dose activity change, negative = inhibition, actives largely listed as inhibitors | N370S GC spleen homogenate, 4MU-glucoside fluorescence | P04062 | 0.092% of 330,000 active;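 note: 0% = full enzyme activity and -100% = no enzyme basal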
# TDP1 cell CPT = DT40-hTDP1 cell growth loss with CPT; chicken DT40 Tdp1-/-;hTDP1 cells + 20 nM CPT, ATP luminescence, 48 h; Potency, µM (highest dose often 46.2 µM), inactives show top-dose activity change, negative = growth inhibition, hits mostly inhibitors; 12% of 420,000 active; note: nearly all actives have a fitted effect of over 55% in size
#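 Chicken DT40 Tdp1-/- cells stably complemented with human TDP1 were seeded at 400 cells/well in medium containing 20 nM camptothecin, exposed to pin-transferred compounds, and grown at 37 °C for at least 48 hr. Viability was read as ATP luminescence.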
# Numbers without * were called inactive; ? = inconclusive; / = no result given; [ ] = remark or other dose. Calls come from the whole dose curve; as a rule, active = well fitted curve in the direction sought with a large enough effect; inconclusive = small, poorly fitted or top-dose-only effect, or another doubt; inactive = no such curve, though single readings can be large; an effect the other way counts as inactive or inconclusive. Unless noted, % is set by controls: 0 for no effect and ±100 for the full control effect; potency is the fitted concentration of half-maximal effect. The list is partial (hit frequency here may not be typical).
# Results follow in this order: FEN1 inhibitor | N370S GC | TDP1 cell CPT
Cc1ccc(C2c3[nH]c4ccccc4c3CCN2C(=O)c2ccc(N(C)C)cc2)cc1 (stereo not drawn)
 : 12% | / | 21µM*
CCOC(=O)N1CCN(C(=O)C2CC(c3ccccc3OC)=NO2)CC1 (stereo not drawn)
 : -19% | -2% | -6%
Cn1c(=O)c2c(nc(SCC(=O)N3CCOCC3)n2C)n(C)c1=O
 : 4% | -2% | 2%
Cc1cn2c(=O)cc(COC(=O)c3ccc(NC(=O)COc4ccccc4F)cc3)nc2s1
 : -3% | / | ?
CC1CCCN(S(=O)(=O)c2ccc(NC(=O)c3cccc(-n4cnnn4)c3)cc2)C1 (stereo not drawn)
 : -28% | -2% | ?
OCCN1CN=C(Nc2nc3ccccc3o2)NC1
 : 0% | 26% | -17%
Oc1ccccc1-c1cc(C(F)(F)C(F)F)[nH]n1
 : 12% | 7% | ?
COc1ccc(N2C(=NC(C)=O)SC3CS(=O)(=O)CC32)cc1OC (stereo not drawn)
 : 0% | 9% | 6%
Fc1ccccc1CSc1nncn1NC/C=C/c1ccccc1
 : -10% | 0% | -25%
O=C(CSc1ccccn1)Nc1nonc1[N+](=O)[O-]
 : -7% | -1% | 3.7µM*
CC1=NN(C(N)=S)C(=O)C1N=Nc1ccc(O)cc1 (stereo not drawn)
 : -19% | -12% | -20%
COc1ccc2oc(=O)cc(-c3cc4cccc(OC)c4o3)c2c1
 : -8% | 0% | -9%
N#C/C(=C(/O)CN1C(=O)c2ccccc2C1=O)c1nc2ccccc2[nH]1
 : 9% | 13% | -7%
CCn1c(SCC(=O)NCCOc2ccccc2)nc2ccccc2c1=O
 : -17% | 0% | -2%
CCC1(CC)C(=O)C(C)(C)C(=O)OC1c1cccs1 (stereo not drawn)
 : -7% | -12% | ?
COc1ccc(CCNc2ncnc3nc[nH]c23)cc1OC
 : 3% | 2% | 18µM*
CN(C)c1cccc(C(=O)N(Cc2ccccc2)Cc2ccccc2)c1
 : -14% | 2% | ?
CCOC(=O)c1cc(NC(=O)/C=C\C(=O)O)ccc1Cl
 : 10% | 10% | -11%
CCOc1cccc2sc(N(CCCN(C)C)C(=O)c3ccc(S(=O)(=O)N4CCc5ccccc5C4)cc3)nc12
 : 17% | ? | ?
Cc1ccc(S(=O)(=O)N(C)c2ccc(OCC(=O)OCc3nnc(-c4ccccc4)o3)cc2)cc1
 : -2% | / | -9%
CCOC(=O)Cc1csc(/N=C/c2c(O)n(-c3ccc(C)c(C)c3)c(=O)c3ccccc23)n1
 : 1% | -8% | 21µM*
Cc1ccnc2nc(C(=O)OCC(=O)NCCc3ccccc3)nn12
 : 1% | -10% | 14%
Cc1cccc(-n2c(O)c(C=Nc3ccccc3-c3n[nH]c(=S)[nH]c3=O)c3ccccc3c2=O)n1
 : -7% | -15% | ?
O=C1CCCN1CCCN1C(=O)N[C@@H](Cc2ccccc2)C1=O
 : -12% | 2% | 0%
COc1ccc(CNC(=O)c2cccc(NC(=O)N3CCSc4ncccc43)c2)cc1
 : -11% | / | ?
CCc1cc2c(NC3CCCC3)ncnc2s1
 : 10% | -2% | 7.3µM*
Cc1cc(NS(=O)(=O)c2ccc(NC(=O)CSc3nnc(-c4ccco4)n3C)cc2)nc(C)n1
 : -7% | -3% | -3%
Nc1ccc(Cc2nc3cc4ccccc4cc3[nH]2)cc1
 : 13% | 6% | -16%
Cc1cc(C)n2cc(CSc3nnnn3-c3ccccc3C)nc2n1
 : 3% | 3% | ?
Nc1cc2c(cc1Br)-c1ccc(F)cc1C2=O
 : -3% | / | -14%
COc1ccc(OC)c(NC(=S)NCc2ccc(S(N)(=O)=O)cc2)c1
 : -14% | 3% | 33%[activator]
Nc1nc(-c2ccccc2)c(CCCOc2ccc([N+](=O)[O-])cc2)c(=O)[nH]1
 : -8% | / | -1%
COc1ccc(-c2csc(NC(=O)CSCc3c(C)noc3C)n2)cc1OC
 : -12% | -25% | ?
COc1ccc(NC(=S)NC(=O)Cc2ccccc2)cc1
 : 10% | 9% | -1%
O=C(CSc1nnc(SCc2ccccc2)s1)N/N=C/c1c[nH]c2ccccc12
 : -18% | 1% | 2%
O=C(Cc1ccsc1)Nc1cc(F)ccc1F
 : 11% | 2% | 5%
O=C(c1ccccc1Cl)N1CCN(c2ccccn2)CC1
 : 9% | 0% | -8%
CSCCC(NS(=O)(=O)c1ccccc1)C(=O)OCc1cc(=O)oc2cc(O)ccc12 (stereo not drawn)
 : -1% | ? | ?
C=C1C(=O)OC2C1CCC(C)=C1C(=O)C3OC3(C)C12 (stereo not drawn)
 : -2% | / | 0.058µM*
Cc1cccc(CNc2cc(-c3ccccc3CN(C)C)ncn2)c1
 : / | -2% | ?
CCOC(=O)c1sc(S(C)=O)c2c1CCc1conc1-2 (stereo not drawn)
 : 12% | -9% | ?
O=C(CCn1cnnn1)Nc1ccc(Cl)cc1Cl
 : -14% | 7% | ?
COc1ccc(OCC(=O)Nc2c3c(nn2C(C)(C)C)CS(=O)(=O)C3)cc1
 : 1% | -14% | -18%
Cc1c(Nc2nc(-c3ccc(Cl)cc3)cs2)c(=O)n(-c2ccccc2)n1C
 : -16% | 18% | ?
CN(Cc1ccccc1)C(=O)COC(=O)Cn1cnc2ccccc21
 : -6% | 3% | 6%
O=C(Nc1ccc(Cl)cn1)c1ccc2c(Cl)c3c(nc2c1)CCC3
 : 21% | 12% | ?
O=C(Nc1cccnc1)Nc1ccc(Cl)cc1Cl
 : ? | -20% | ?
CSc1ccccc1C(=O)C1CCCN(C(=O)c2cc(C(C)C)no2)C1 (stereo not drawn)
 : -12% | 4% | ?
COc1nc(C#N)nc(N2CCCCC2)n1
 : 13% | / | ?
CCCOc1c(Br)cc(C(=O)OCC(=O)NC(=O)c2cccn2C)cc1OC
 : 8% | / | ?
N#CCc1nc(CSc2nc3ccccc3o2)cs1
 : -14% | 6% | -17%
CCOc1ccc(-c2nnn(CCC#N)n2)cc1OC
 : -2% | -1% | ?
O=C(CCc1c[nH]c2ccccc12)NCC1COc2ccccc2O1 (stereo not drawn)
 : 2% | 4% | -3%
O=C(CO/N=C/c1ccccc1OC(F)F)NC1CCCC1
 : -8% | 13% | 4%
Cc1cc(Br)ccc1NC(=O)COC(=O)c1ccccc1OCC(=O)N(C)C
 : -1% | / | 7%
CC(C)CN(CC(C)C)S(=O)(=O)N1CCC(C(=O)NCCN2CCOCC2)CC1
 : 12% | -11% | -8%
O=C(CNC(=S)NC(=O)c1cccs1)c1ccccc1
 : -4% | 9% | 16µM*
CC(=O)c1cccc(NC(=O)c2nc(-c3ccccc3)n(-c3cccc(C)c3)n2)c1
 : -4% | / | 16µM*
O=C(CN1CCN(c2ccccc2F)CC1)c1ccc2cc[nH]c2c1
 : -7% | -8% | ?
O=C1N2c3ccccc3CCc3cccc(c32)C1(O)C(F)(F)F (stereo not drawn)
 : -12% | 2% | -26%

# Going on with the list.
# Results follow in this order: FEN1 inhibitor | N370S GC | TDP1 cell CPT
O=c1[nH]ncc(N/N=C\c2cccnc2)c1Cl
 : -5% | 3% | -15%
C/C=C/Cn1c(N(C)Cc2ccccc2)nc2c1c(=O)[nH]c(=O)n2C
 : -18% | 8% | -19%
O=C(c1cccs1)c1coc2ccc(O)cc12
 : -11% | -1% | 1%
Cc1ccccc1-c1ccc2ncnc(N(C)Cc3ccco3)c2c1
 : / | -14% | ?
Cc1[nH][nH]c(=O)c1C=NCc1cccs1
 : -6% | 0% | 0%
CCOc1ccc2[nH]c3ncccc3c(=O)c2c1
 : -2% | -4% | 4%
CCOC(=O)CCC(NC(=O)CCCCCCCCC(=O)NC(CCC(=O)OCC)C(=O)OCC)C(=O)OCC (stereo not drawn)
 : 0% | 2% | -20%
O=C(NCc1nnc2c3ccccc3c(-c3ccccc3)nn12)c1ccccc1Cl
 : -8% | -11% | 3%
CCCOc1ccc(NC(N)=O)cc1OCCC
 : 4% | 5% | -1%
O=C(NCc1nnc(SCC(=O)N2CCCc3ccccc32)o1)c1c(F)cccc1Cl
 : -3% | -2% | -29%
O=C(NCCC(=O)N1CCN(c2ccccn2)CC1)c1ccc([N+](=O)[O-])cc1
 : 17% | / | -19%
Oc1ccc(-c2[nH]ncc2-c2cnn(-c3ccccc3)c2)c(O)c1
 : 3% | -9% | 5%
COc1ccc(O)c(/C=N\NC(=O)CCn2nnc3ccccc32)c1
 : 0% | 22% | ?
O=C(NC1CCCCCC1)C(=S)NCCc1ccccc1
 : -7% | -2% | ?
C/C(=N\O)C1/C(=N/O)CC2C1C2(C)C (stereo not drawn)
 : -11% | -3% | 0%
O=C(c1cccc(NS(=O)(=O)c2ccc(F)c(F)c2)c1)N1CCN(C(c2ccccc2)c2ccccc2)CC1
 : -11% | 13% | -29%
O=C(CN1CCN(c2ccc(F)cc2)CC1)Nc1ccc(-n2cnnn2)cc1
 : -1% | 0% | -23%
COc1cc2nc(NC(=O)c3ccc(S(=O)(=O)N4CCOCC4)cc3)sc2cc1OC
 : -12% | / | ?
COc1cccc(C(=O)COc2cccc(NC(=O)c3ccco3)c2)c1
 : -8% | 24% | -27%
Cc1cccc(CS(=O)(=O)Cc2ccc(C(=O)NC3CCCCCC3)o2)c1
 : -4% | -7% | ?
O=C(CCNC(=O)c1ccccc1Cl)Nc1cc(C(F)(F)F)ccc1Cl
 : 4% | -7% | ?
O=C(O)CN1C(=O)SC(Nc2ccc(Cl)cc2)C1=O (stereo not drawn)
 : -3% | 6% | -10%
CCSCCNC(=O)c1cncc(Br)c1
 : -1% | 8% | -15%
Cc1cc(OCC(=O)NNC(=O)CCc2ccccc2)ccc1Br
 : -8% | -2% | 9%
Cc1ccc(OCC(=O)Nc2cc(S(=O)(=O)N3CCCCC3)ccc2C)c([N+](=O)[O-])n1
 : 0% | 0% | -30%
Cc1nn(-c2ccccc2)c(-n2cccc2)c1C(=O)NCCCN1CCN(c2ccccc2F)CC1
 : -9% | / | 16µM*
COc1ccc(OC)c(-c2c(C#N)c(N)nc3c2c(=O)nc2sccn23)c1
 : -1% | -3% | 5%
Cc1cccc(NCc2ccccc2OCc2ccccc2F)c1
 : -15% | 5% | -7%
COCCNC(=O)c1cc(-c2ccc(Cl)c(Cl)c2)on1
 : 22% | -18% | 15%
CC(=NNC(=O)c1ccncc1)c1cccc(Br)c1
 : -3% | / | 0%
Cc1c(NCc2ccncc2)cccc1C(=O)O
 : 3% | 3% | 1%
COc1cccc2[nH]c3ccccc3c(=O)c12
 : -22% | ? | -94%
CSc1nncn1/N=C/c1cc(Cl)ccc1F
 : 3% | 8% | 0%
Cn1c(=O)n(CCO)c(=O)c2c1nc(Br)n2Cc1ccccc1
 : -7% | -19% | -23%
Cc1ccc(Nc2ncc3c(=O)[nH][nH]c(=O)c3n2)cc1
 : -2% | / | 8%
Nc1ccc(C(=O)N2CCCC2)cc1
 : 7% | 4% | 0%
CC(=O)c1ccc(NS(=O)(=O)c2cc3c(cc2C)N(C(C)=O)CCO3)cc1
 : -17% | 0% | 1%
COCCNC(=O)c1cc2sc3ccccc3c2s1
 : 7% | -10% | 3%
O=C(c1ccco1)N1CCCC(c2nc3c(nnn3Cc3ccc(Cl)cc3Cl)c(=O)[nH]2)C1 (stereo not drawn)
 : -12% | -6% | -15%
O=C(Nc1ccc2sccc2c1)c1ccc(Cl)s1
 : -2% | -1% | ?
COc1ccc(Br)cc1/C=N/NC(=O)c1cccc(S(=O)(=O)N2CCOCC2)c1
 : -17% | -13% | -53%
Cc1c(NC(=O)CN2CCN(c3ccccc3)CC2)c(=O)n(-c2ccccc2)n1C
 : -10% | -10% | -1%
O=C(Nc1ccc(OC(F)F)cc1)c1cc(S(=O)(=O)N2CCOCC2)ccc1N1CCCC1
 : -7% | / | ?
COc1cccc(/C=N\n2c(C)nnc2C)c1OC
 : -2% | 0% | -10%
COc1ccc(-c2noc(CSc3nc4ccccc4c(=O)n3-c3ccccc3)n2)cc1OC
 : 1% | -20% | ?
O=C(Nc1ccccc1)NC(Cc1ccc(O)cc1)C(=O)O (stereo not drawn)
 : 10% | 3% | -5%
CC1(C)Cc2c(c(-c3ccco3)nc3sc4c(NCCN5CCOCC5)ncnc4c23)CO1
 : 3% | 8% | 8.2µM*
O=C(CCC(=O)NNC(=O)Nc1cccc(Cl)c1)NCc1ccccc1
 : 6% | -11% | 3%
